# Bioassay records as filed in PubChem.
# Statin myotox sup – suppression of simvastatin myotoxicity; C2C12 myotubes + simvastatin, ATP luminescence, 48 h; scaled: DMSO 0, geranylgeraniol control 100; rescue of ATP level, % at 7.49 µM; 330,000 compounds, 0.78% hits;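 active = mean ATP rescue above about 67%, or every replicate alone reaching that limit, limit read from the data, passing the limit was not always enough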;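 note: myotubes were challenged with 10 µM simvastatin during compound exposure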
# SIRT5 block – blocks human SIRT5 desuccinylation of peptide | inhibition, % at 15 µM | 330,000 compounds, 1.1% hits | Q9NXA8 | Purified SirT5, succinyl-peptide AMC, trypsin-coupled fluorescence; in the data active = inhibition above about 15%
# Target sequence (Q9NXA8 whole entry, looked up): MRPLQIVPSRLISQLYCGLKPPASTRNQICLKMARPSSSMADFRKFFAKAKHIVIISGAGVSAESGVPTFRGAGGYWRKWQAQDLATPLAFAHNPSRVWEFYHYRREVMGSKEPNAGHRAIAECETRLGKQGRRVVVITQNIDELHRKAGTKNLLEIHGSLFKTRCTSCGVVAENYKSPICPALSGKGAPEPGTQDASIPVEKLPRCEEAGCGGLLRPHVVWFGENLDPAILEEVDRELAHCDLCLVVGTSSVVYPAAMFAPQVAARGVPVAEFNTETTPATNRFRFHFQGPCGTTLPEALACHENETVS
# LGR2 inh – Drosophila LGR2 receptor signaling inhibition | HEK293 LGR2, CRE-luciferase, bursicon-stimulated, 4 h | inhibition, % at 9.99 µM | 380,000 compounds, 0.35% hits;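 active = drop in luminescence signal, shown as inhibition above about 50% in the replicate tests, limit read from the data, passing the limit was not always enough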;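 note: agonist challenge used bursicon conditioned medium at about half maximal strength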
# PGC1a acetyl inh – modulators of PGC1a acetylation. U2OS PGC1a acetylation, AlphaScreen anti-acetyl-lysine; with virally co-expressed GCN5 acetyltransferase. inhibition, % at 15.6 µM. 350,000 compounds, 0.17% hits. AID 651687;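 active = every replicate shows inhibition of at least 40%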;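 note: 0% = neutral control wells and 100% = positive control wells; some results beyond the cut were filed as inactive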
# Cneo AK release – Cryptococcus neoformans lysis via adenylate kinase release; C. neoformans lysis, adenylate kinase release luminescence, 4 h; normalised: neutral wells 0, clomiphene wells 100; lysis activity, % at 15 µM; 360,000 compounds, 0.2% hits; AID 651654;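 active = mean lysis activity across replicates of at least 80%, whatever share of replicates individually reach that level; inactive = mean lysis activity below 80%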
#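 Signal: Adenylate kinase release luminescence | Assay system: Log-phase Cryptococcus neoformans yeast cells | Input: Cells at 5 × 10^6 per mL | Buffer or medium: Fresh YPD growth medium | Compound: Single dose | Schedule: Static 4 h at 37 °C with compound, 1 h detection | Controls: Clomiphene | Read-out: Luminescence rise reflecting yeast cell lysis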
# XiGFP reactiv – X-chromosome reactivation activator. AID 743238. XiGFP mouse fibroblasts, % GFP-positive cells imaging, 3 d; cells co-treated with 5-aza-dC sensitizer; scaled so ellipticine positive control = 100%. 360,000 compounds, 0.055% hits. activation, % at 7.58 µM;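 active = mean normalized replicate activation at least 10% and every replicate at or above 10%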;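 note: 0% = median of on-plate neutral control wells and 100% = ellipticine 6 µM median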
#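 Schedule: 3 d treatment, 15 min room-temperature fixation; system: 68-5-11 XiGFP fibroblast line; buffer or medium: DMEM plus 5-aza-dC sensitizer; control set: ellipticine 6 µM positive control; compound: one concentration, pinned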
# S100A4 inh HTS – blocks human S100A4 binding to myosin IIA peptide; P26447; S100A4/TAMRA-MyoIIA peptide fluorescence polarization; inhibition, % at 10.7 µM; 360,000 compounds, 0.14% hits; AID 652163;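 active = mean inhibition of at least 70% across replicates, with every replicate also reaching that level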
# Target sequence (P26447 whole entry, looked up): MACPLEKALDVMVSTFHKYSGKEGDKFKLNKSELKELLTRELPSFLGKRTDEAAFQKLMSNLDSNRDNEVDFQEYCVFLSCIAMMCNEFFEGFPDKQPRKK
#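 Material: S100A4 monomer protein / Buffer or medium: 50 mM HEPES pH 7.2, 10 mM CaCl2, 100 mM KCl / Times: 5 min incubation before reading / Benchmarks: neutral control DMSO, positive control TFP / Reagent: labelled myosin peptide probe, 5 nM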
# ERAP1 inh – inhibitors of human ERAP1 aminopeptidase. 340,000 compounds, 0.15% hits. inhibition, % at 10.7 µM. Q9NZ08. recombinant ERAP1, Leu-AMC fluorescence, 60 min. AID 652197;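 active = mean replicate inhibition of at least 30%, or all replicates individually reaching that 30% level; inactive = mean below 30% and not every replicate reaching it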;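 note: 0% = neutral control wells and 100% = L-leucinethiol positive control wells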
# Starred values were filed as active, the others as inactive; · = not tested or not shown. An excerpt; rates above refer to the full screens.
# Screens in order: Statin myotox sup	PGC1a acetyl inh	Cneo AK release	LGR2 inh	SIRT5 block	S100A4 inh HTS	ERAP1 inh	XiGFP reactiv
CCCC(=O)Nc1ccc2c(c1)C(=O)N(C)C[C@@H](OC)[C@@H](C)CN(C(=O)C1CCCC1)[C@@H](C)CO2
 : 9	-3	-3	36	0	-8	-2	-0.2
O=C(C[C@H]1CC[C@@H]2[C@H](COC[C@H](O)CN2Cc2ccccc2F)O1)NC1CCC1
 : 8	-5	0	-1	1	2	0	0.1
Cc1cccc(NC(=O)CSc2nc(C3CC3)nc3ccccc23)c1
 : -2	·	-4	11	0	-8	-5	-0.1
O=C(CN1C(=O)COc2ccccc21)NCCCN1CCc2ccccc2C1
 : 8	-7	-1	13	0	5	8	·
CCCCN(CC)CCCNC(=O)c1ccc(CSc2nc3ccncc3[nH]2)cc1
 : 10	6	-2	-4	-3	4	-1	0.1
O=C(NCC1CCCCC1)[C@@H]1N[C@@H]2c3ccc(C4=CCCC4)c(=O)n3C[C@@H]2[C@H]1CO
 : -5	·	0	6	3	-10	-3	0.1
COc1ccc2nc3cc(Cl)ccc3c(Nc3cc(CN4CCCC4)c(O)c(CN4CCCC4)c3)c2n1
 : 17	72*	0	·	-3	2	-1	2.7
C[C@@H]1CN([C@H](C)CO)C(=O)c2cccc(NC(=O)c3ccncc3)c2O[C@@H]1CN(C)S(=O)(=O)c1ccccc1
 : 32	15	5	6	-2	-4	1	-1.0
CNC[C@H]1Oc2c(NC(=O)Nc3ccc(C(F)(F)F)cc3)cccc2C(=O)N([C@H](C)CO)C[C@@H]1C
 : -48	-8	-1	-4	5	34	3	0.0
Cc1[nH]c(=O)c(C(=O)/C=C/c2ccccc2F)c2c1CCCC2
 : ·	41	-4	86*	2	1	0	·
COc1ccc(NC(=O)Nc2ccc3c(c2)CC(=O)N([C@H](C)CO)C[C@H](C)[C@H](CN(C)C(=O)Nc2ccc(C(F)(F)F)cc2)O3)cc1
 : -5	5	0	-9	·	·	·	-0.9
c1coc(-c2ccc3nncn3c2)c1
 : 2	·	0	4	·	-4	1	0.2
Cc1onc(-c2ccccc2)c1CNS(=O)(=O)c1ccccc1[N+](=O)[O-]
 : ·	·	·	3	0	-7	-2	0.2
COc1ccc(CN(C)C[C@@H]2OCCCC[C@H](C)Oc3ccc(NS(=O)(=O)c4ccc(C)cc4)cc3C(=O)N([C@@H](C)CO)C[C@H]2C)cc1
 : ·	-14	9	-12	2	-1	2	-1.2
CN(C)CC#Cc1ccc([C@@H]2[C@H]3CN(C(=O)C4CCCC4)CCCCN3[C@H]2CO)cc1
 : ·	15	-2	·	-1	-4	2	·
CC1CCCN(C(=O)/C(=C/c2ccco2)NC(=O)c2ccccc2)C1 (centres undefined)
 : -3	·	2	12	·	-15	3	0.3
Cc1ccc(-c2nn3cnnc3c3ccccc23)cc1C
 : 0	10	·	·	0	1	4	0.0
Cc1cc(C)cc(N2C(=O)CC(N3CCOCC3)C2=O)c1 (centres undefined)
 : -26	9	0	16	-3	-3	5	·
CC(C)(C)S(=O)(=O)N1C[C@@H]2C(=CC[C@H]3C(=O)N(c4ccccc4)C(=O)[C@@H]23)[C@@H]1CCO
 : -11	-8	-1	-8	-1	-2	-1	0.1
COc1ccc(CC(=O)NCc2ccccc2)cc1S(=O)(=O)N1CCOCC1
 : 7	-6	·	8	2	2	4	·
Nc1ccc2nc(COc3ccccc3)[nH]c2c1
 : 12	-3	-3	-10	-2	0	-2	0.0
Cc1ccc2nc(COC(=O)c3ccc(Cl)nc3)cc(=O)n2c1
 : 4	2	3	12	·	8	-1	-0.1
O=C1CCCN1c1ccc(Br)cc1
 : -14	-3	0	-7	·	·	·	·
C/C(=N/NC(=O)CNC(=O)CCc1ccccc1)c1ccc(Cl)c(Cl)c1
 : ·	·	·	-2	16*	-2	3	0.1
COc1cc([N+](=O)[O-])ccc1NC(=O)CN1CCc2cc(OC)c(OC)cc2C1
 : -3	4	-3	1	0	-1	3	0.1
CC1CCC(=O)N(CCOc2ccccc2)CC1 (centres undefined)
 : 5	-14	1	-31	-9	-4	4	0.0
CC(OC(=O)c1ccc2c(=O)n3c(nc2c1)CCCCC3)C(=O)Nc1ccc(Cl)cn1 (centres undefined)
 : 15	-6	-5	-3	-3	0	-3	0.0
COC(=O)Cn1c2ccccc2c2nc(=O)cc(C)n21
 : ·	·	·	0	-1	-1	-3	0.0
CN(Cc1c(C(=O)N2CCCCCCC2)nc2ccc(Cl)cn12)C1CCOC1 (centres undefined)
 : -8	·	-6	-4	0	-1	-2	0.2
COc1ccccc1CNc1cccc(C)n1
 : -3	-1	2	-9	-2	6	2	0.0

# With a hit mark in LGR2 inh, among the entries above:
molecule | PGC1a acetyl inh | LGR2 inh | SIRT5 block | S100A4 inh HTS | ERAP1 inh
Cc1[nH]c(=O)c(C(=O)/C=C/c2ccccc2F)c2c1CCCC2 | 41 | 86* | 2 | 1 | 0

# A few values from the entries so far:
# Cc1ccc(-c2nn3cnnc3c3ccccc23)cc1C – ERAP1 inh: 4
# CN(Cc1c(C(=O)N2CCCCCCC2)nc2ccc(Cl)cn12)C1CCOC1 (centres undefined) – Statin myotox sup: -8
# CC(C)(C)S(=O)(=O)N1C[C@@H]2C(=CC[C@H]3C(=O)N(c4ccccc4)C(=O)[C@@H]23)[C@@H]1CCO – ERAP1 inh: -1

# Following part:
# Screens in order: Statin myotox sup	PGC1a acetyl inh	Cneo AK release	LGR2 inh	SIRT5 block	S100A4 inh HTS	ERAP1 inh	XiGFP reactiv
CSc1nc(N2CCN(Cc3ccc4c(c3)OCO4)CC2)c2ccccc2n1
 : 4	-6	0	4	3	7	-3	·
Nc1nc(/C=C/c2ccc(F)cc2)nc(-c2ccccc2O)n1
 : ·	-8	1	1	-3	-5	0	0.2
COc1cccc(CNC(=O)C2CCCN(S(=O)(=O)c3cnc[nH]3)C2)c1 (centres undefined)
 : 1	6	-2	-10	·	-7	·	0.1
CCCCn1nnnc1C(c1cc2ccccc2o1)N1CCN(CCN(C)C)CC1 (centres undefined)
 : ·	·	·	5	2	-9	-1	0.0
COc1ccccc1CCNC(=O)Cn1ccc2cc(S(=O)(=O)N3CCCC3)ccc21
 : 7	-4	-4	-4	-6	0	0	0.0
CCC(=O)OCC(=O)Nc1ncc(C(F)(F)F)cc1Cl
 : 2	5	0	-9	5	5	3	0.3
C[C@H](CO)N1C[C@H](C)[C@@H](CN(C)C(=O)c2ccccc2F)Oc2cc(-c3ccccc3)ccc2S1(=O)=O
 : -26	-3	·	3	·	·	·	-0.1
Cc1nnc(NC(=O)C2CCCN2C(=O)Nc2ccccc2)s1 (centres undefined)
 : -6	·	-1	3	-4	0	-1	0.0
COc1ccc(CONS(=O)(=O)c2ccc(NC(C)=O)cc2)cc1Cl
 : -25	-5	0	7	1	-10	0	·
CC1CCN(C(=O)CN(c2ccc3c(c2)OCCO3)S(=O)(=O)c2ccccc2)CC1
 : -3	·	1	-5	0	-1	1	0.1
C[C@H](NC(=O)C[C@H]1C[C@@H]2c3cc(NC(=O)C4CCOCC4)ccc3O[C@@H]2[C@@H](CO)O1)c1ccccc1
 : -6	-3	-4	-13	-1	11	-3	0.0
CCCNC(=O)c1cccc(S(=O)(=O)N2CC3(C)CC2CC(C)(C)C3)c1 (centres undefined)
 : 2	-2	-2	-1	-1	3	2	0.1
O=C(CCN1C(=O)c2ccccc2C1=O)Nc1cccc(F)c1
 : -6	2	-2	7	-7	-4	1	·
Cc1cccnc1NC(=O)c1ccc2nc(N)sc2c1
 : 5	-9	-2	-19	·	·	·	·
O=C(O)c1ccccc1-c1ccccc1C(=O)Nc1ccc(OC(F)(F)F)cc1
 : 3	-4	5	-3	-1	-2	0	0.1
CCOc1ccc(/C=N/NC(=O)c2cc3ccccc3cc2OC)cc1
 : -19	·	0	4	-5	2	-2	-0.1
CCN1CCN(Cc2c(O)ccc3c2O/C(=C\C=C\c2ccccc2)C3=O)CC1
 : 9	·	·	6	4	-8	4	0.1
COc1cc2c(cc1OC)CN(CC(=O)Nc1ccc(F)cc1)C(C(=O)O)C2 (centres undefined)
 : 0	-4	0	-5	-1	-13	-2	0.0
O=C(Nc1ccc(S(=O)(=O)N2CCCC2)cc1)c1ccccc1
 : -19	1	-3	-2	-1	-5	1	-0.1
Nc1nnn(CC(=O)N/N=C/c2ccccc2)n1
 : ·	0	·	13	·	-1	0	0.0
COc1ccccc1C(=O)NNS(=O)(=O)c1ccc(F)cc1
 : -3	-12	-2	-4	-1	-16	1	0.2
O=C(c1cc(-c2ccc3c(c2)OCO3)on1)N1CCN(c2ccc(F)cc2)CC1
 : 36	15	-9	-13	·	·	·	·
CN(C)c1ncnc2c1ccn2C1OC(CO)C(O)C1O (centres undefined)
 : -132	52*	7	23	-2	3	-1	0.0
C[C@@H]1CCCCO[C@@H](CN(C)S(=O)(=O)c2ccc(F)cc2)[C@H](C)CN([C@H](C)CO)C(=O)c2cc(NC(=O)Nc3ccc(C(F)(F)F)cc3)ccc2O1
 : ·	-6	-19	2	15*	-3	-2	0.2
Cc1ccc(-n2ncc3c2CCCC3NC(=O)c2ccccc2N2CCOCC2)cc1C (centres undefined)
 : -6	-1	-4	12	-3	0	2	0.0
c1cncc(CNc2ncnc3sc4c(c23)CCCC4)c1
 : ·	·	·	-9	0	-1	4	0.3
COc1cc(C2CC(=O)c3c(ccc4ccccc34)N2)ccc1O (centres undefined)
 : ·	1	-1	9	·	·	·	0.1
COC(=O)c1ccccc1NC(=O)c1cc(-c2ccc(O)cc2)on1
 : 16	·	-1	8	1	-2	2	0.0
COc1cccc(C(=O)NNS(=O)(=O)c2ccc(F)cc2)c1
 : -6	4	1	14	0	-9	-1	0.0
COc1cccc(CN2CCNC(=O)C2CC(=O)NC2CCCCCCC2)c1 (centres undefined)
 : 0	-10	0	3	-3	-10	3	0.1
Cc1ccc(C(=O)NCC(=O)O)o1
 : ·	·	·	11	2	0	-1	0.0
Cc1cc(C(=O)Nc2cccc3c2O[C@@H](CN(C)C(=O)Nc2c(C)noc2C)[C@@H](C)CN([C@@H](C)CO)C3=O)n(C)n1
 : -34	7	2	-9	-9	4	1	-1.0
C[C@H](CO)N1C[C@H](C)[C@@H](CN(C)Cc2ccc(C(F)(F)F)cc2)Oc2c(NC(=O)C3CCCCC3)cccc2C1=O
 : 35	-27	4	18	17*	-1	-2	-0.9
CN(Cc1nc2ccccc2n1C)C(=O)c1ccco1
 : 0	·	1	-14	1	-9	0	0.0
Cc1ccc(NC(=O)c2ccco2)nc1
 : -8	·	8	-42	1	6	-3	0.0
COC(=O)C1=C(C(=O)OC)C(C(=O)OC)C(C(=O)OC)C(C(=O)OC)(C(=O)OC)C(C(=O)OC)=C1C(=O)OC (centres undefined)
 : ·	1	·	-11	-4	-37	-2	0.2
CC(C)NC(=O)N(C)C[C@H]1OCCCC[C@H](C)Oc2ccc(N(C)C)cc2C(=O)N([C@H](C)CO)C[C@H]1C
 : ·	-3	0	·	2	14	0	·
COc1cc(CNC(=O)C2CCC(=O)N(C3CCCCCC3)C2)cc(OC)c1 (centres undefined)
 : -2	2	3	5	-1	3	-5	0.0
Cc1cc(NC(=O)COC(=O)c2cccc(O)c2)no1
 : ·	·	·	5	-4	5	0	0.0
N#C/C(=C\c1cccc(Br)c1)C(=O)N1CCCCC1
 : 6	-2	-4	11	-5	0	-2	0.1
COc1ccc(C(C(=O)Nc2c(C)cccc2C)N2CCN(C)CC2)cc1 (centres undefined)
 : ·	·	·	0	0	-11	·	-0.1
